KCC2 mod = modulators of human KCC2 chloride dependent transport. Q9H2X9. KCC2 cells, thallium flux FluoZin-2 fluorescence. B-score of Tl+ flux slope (higher = more flux/activation; lower = inhibition) at 10 µM. 190,000 compounds, 2.2% hits. AID 1456;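 active means thallium flux slope and its plate-corrected score both differing from the plate sample mean at a set confidence after two filtering rounds, in either direction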;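 further: slope of fluorescence scaled to starting intensity during 10 to 20 s after thallium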
Wee1 stabilizer = blocks degradation of human Wee1 kinase; HeLa Luc-Wee1K328M stability, luciferase luminescence; 100% = proteasome inhibitor MG132 effect; reporter increase, % at 5 µM; 220,000 compounds, 1.2% hits; AID 1321;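 active means activation above the mean of all tested compounds plus 3 SD, set per screening run, cut at about 8.8% in these data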;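 further: cells exposed to compound for 20 h before luminescence read; 0% = DMSO alone and 100% = MG132 at 30 µM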
Target sequence (P30291 whole entry K328M): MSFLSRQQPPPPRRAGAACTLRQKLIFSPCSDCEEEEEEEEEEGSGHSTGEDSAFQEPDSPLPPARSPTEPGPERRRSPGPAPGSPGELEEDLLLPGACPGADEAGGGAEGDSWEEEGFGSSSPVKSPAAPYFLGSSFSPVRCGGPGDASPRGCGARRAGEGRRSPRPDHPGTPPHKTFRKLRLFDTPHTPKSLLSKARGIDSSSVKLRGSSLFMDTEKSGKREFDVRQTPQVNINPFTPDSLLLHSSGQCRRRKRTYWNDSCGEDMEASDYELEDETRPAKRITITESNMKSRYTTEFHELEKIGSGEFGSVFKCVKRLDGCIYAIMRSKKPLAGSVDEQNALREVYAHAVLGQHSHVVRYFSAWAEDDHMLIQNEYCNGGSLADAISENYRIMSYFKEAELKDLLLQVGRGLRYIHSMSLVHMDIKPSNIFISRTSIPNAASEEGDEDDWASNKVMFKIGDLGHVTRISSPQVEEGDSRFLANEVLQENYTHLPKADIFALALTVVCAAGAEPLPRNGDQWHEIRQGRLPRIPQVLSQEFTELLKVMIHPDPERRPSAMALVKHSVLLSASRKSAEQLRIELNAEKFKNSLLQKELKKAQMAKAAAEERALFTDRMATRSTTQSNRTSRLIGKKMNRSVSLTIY
Furin inhibitor = inhibitors of human furin. purified furin, fluorogenic substrate cleavage. P09958. 220,000 compounds, 0.061% hits. AID 463115. inhibition, % at 30 µM; in the data active means inhibition above about 25%; further: inactives centre near -15
PERK inhibitor = blocks human PERK kinase; CHO PERK-DD fusion, SEAP luminescence translation reporter; inhibition, % at 5.6 µM; 220,000 compounds, 0.17% hits; AID 1416;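 active means inhibition above the mean inhibition of all tested compounds plus 3 SD, set separately per screening campaign, cut at about 2.9% in these data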;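 further: PERK kinase domain activated by AP20187 dimerizer at 100 nM; 0% = DMSO with dimerizer and 100% = rapamycin at 8.4 µM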
FXIIa inh 1536 = factor XIIa (human) inhibition. P00748. purified FXIIa, Boc-QGR-AMC fluorogenic substrate, 2 h. inhibition, % at 5 µM. 220,000 compounds, 0.3% hits. AID 800; in the data active means inhibition above about 40%;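 further: 0% = enzyme with no compound and 100% = blank without enzyme; many of its hits are not listed in these tables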
p97 inhibitor = human p97 ATPase inhibition. P55072. recombinant p97 ATPase, Kinase-Glo ATP luminescence, 3 h. inhibition, % at 8 µM. 220,000 compounds, 0.42% hits. AID 1481; in the data active means inhibition above about 15%;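 further: 0% = DMSO vehicle and 100% = wells lacking enzyme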
hK5 inh = inhibitors of human kallikrein 5; Q9Y337; recombinant hK5, fluorogenic AMC substrate cleavage; inhibition, % at 5 µM; 210,000 compounds, 0.59% hits; AID 873;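 active means inhibition of 40% or more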;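 further: 0% = enzyme controls without compound and 100% = no-enzyme blanks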
Target sequence (Q9Y337 67-293 limits assumed): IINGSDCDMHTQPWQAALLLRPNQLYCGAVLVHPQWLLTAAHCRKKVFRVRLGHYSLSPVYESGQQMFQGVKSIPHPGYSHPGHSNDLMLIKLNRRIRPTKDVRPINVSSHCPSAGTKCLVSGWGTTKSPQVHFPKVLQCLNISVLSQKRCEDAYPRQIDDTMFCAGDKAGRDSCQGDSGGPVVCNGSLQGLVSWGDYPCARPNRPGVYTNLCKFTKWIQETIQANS
FXIa inh 1536 = inhibitors of human coagulation factor XIa. P03951. purified FXIa, Boc-Glu-Ala-Arg-AMC fluorogenic substrate. inhibition, % at 5 µM. 220,000 compounds, 0.14% hits. AID 798;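 active means inhibition of at least 40%; inactive means inhibition below 40%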;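 further: fluorescence of freed AMC excited at 355 nm; 0% = enzyme without compound and 100% = no enzyme blank; many of its hits are not listed in these tables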
Thrombin inh = thrombin (human) inhibition | P00734 | alpha-thrombin, Boc-VPR-AMC fluorogenic substrate cleavage | inhibition, % at 5 µM | 220,000 compounds, 0.26% hits | AID 1046;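 active means inhibition at or above 40%; inactive means inhibition below 40%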;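 further: 0% = enzyme with no compound and 100% = wells without enzyme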
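Material: human alpha-thrombin protein; Also added: Boc-VPR-AMC substrate, 15 µM final; Timing: enzyme reaction carried out at room temperature; Signal: fluorescence, ex 355 nm, em 460 nm; Measure: % inhibition of thrombin; Controls: enzyme without compound as high, wells lacking enzyme as low.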
* = called active by the depositor; . = no result given; [ ] = another dose, or the depositor's remark. Compounds were not picked by outcome; 4.4% or so of the library scored in one or more.

1. Cc1nc2cc(NS(=O)(=O)c3c(C)c(C)cc(C)c3C)ccc2s1
2. COc1ccccc1-c1ccc(/C=N/O)o1
3. CC(=O)NC(=S)Nc1ccccc1C(=O)Nc1ccccc1
4. CCc1cc[n+](-c2nc([O-])sc2C=O)cc1
5. CCOC(=O)c1ccc(NC(=O)Oc2ccccc2)cc1
6. COc1cc(CN2CCC(C(=O)NC3CCCC3)CC2)cc(OC)c1O
7. COc1ccc(CNc2nc(-c3ccccc3)nn2C(=O)c2ccc([N+](=O)[O-])cc2)cc1
8. COc1cccc2c1OCC(C(=O)O)C2 (stereo not drawn)
compound no.	1	2	3	4	5	6	7	8
KCC2 mod	-1.4	-0.51	1.4	-0.27	0.4	0.35	-0.89	0.63
Wee1 stabilizer	-1	0	8	-2	-1	6	2	-3
Furin inhibitor	-7[20 µM]	-7	-9	-19[20 µM]	-26	-28	-11	-28
PERK inhibitor	-1.8	0.5	-0.3	0.7	1.6	0.9	-0.2	0.8
FXIIa inh 1536	15	4	12	20	8	6	11	9
p97 inhibitor	-6	1	-6	0	5	0	2	2
hK5 inh	-7	-2	16	-7	-14	-14	-3	0
FXIa inh 1536	4	-4	1	1	6	-6	5	-3
Thrombin inh	2	-5	33	3	4	-9	0	-6

9. COc1ccccc1C(=O)Nc1c2c(nn1-c1cccc(C)c1C)CS(=O)(=O)C2
10. CCCN(Cc1ccc(N(C)C)cc1)CC1CC1
11. CCN(CC)S(=O)(=O)c1ccc(OC)c(NC(=S)Nc2cc(C)ccc2C)c1
12. O=C1c2ccccc2NC(c2cccnc2)N1c1ccccc1F (stereo not drawn)
13. CC(C)(C)n1nnnc1C(c1cccnc1)N1CCN(C2CCCCC2)CC1 (stereo not drawn)
14. Cc1cc(N2CCN(Cc3nc(-c4ccc(Cl)cc4)oc3C)CC2)cc(C)n1
15. O=C(NNc1ncccc1-n1cccc1)c1ccc(Cl)cc1
16. Cc1c(NC(=O)c2ccccc2)cccc1[N+](=O)[O-]
compound no.	9	10	11	12	13	14	15	16
KCC2 mod	-0.21	0.25	0.86	0.7	1.4	0.65	0.8	-0.19
Wee1 stabilizer	-2	4	2	-4	2	-2	-2	-1
Furin inhibitor	-11[20 µM]	-8[20 µM]	-14	-26	-13	-17	-12	-15
PERK inhibitor	-1.0	1.4	0.8	0.6	0.8	-1.5	1.4	1.4
FXIIa inh 1536	5	12	12	2	11	17	6	7
p97 inhibitor	2	5	6	5	0	0	11	6
hK5 inh	-4	-21	1	-24	-23	3	-3	-14
FXIa inh 1536	-1	4	6	2	-2	3	2	4
Thrombin inh	-7	0	1	-11	1	2	0	0

17. N#CCc1nc(CSc2nc3ccccc3o2)cs1
18. Cc1ccsc1/C=N\NC(=O)c1ccc2c(c1)OCO2
19. Cc1[nH]c(=O)[nH]c1C(=O)CCCCC(=O)OCC(=O)Nc1ccccn1
20. Cc1nnc(SCC(=O)NCc2ccccc2)[nH]c1=O
21. CC1CC(C)CN(CCCNC(=O)c2ccc3c(c2)NC(=O)C(N2CCCCC2)S3)C1 (stereo not drawn)
22. COC(=O)CCC(NC(=O)c1cc(C)oc1C)C(=O)OC (stereo not drawn)
23. CSCC[C@H](NC(=O)c1ccc(Cl)c([N+](=O)[O-])c1)c1nc2ccccc2[nH]1
24. CCOc1ccc(-n2nc3c(SCCN4CCCC4)nnc(C)c3c2C)cc1
compound no.	17	18	19	20	21	22	23	24
KCC2 mod	-0.16	5.9*	.	0.23	0.75	0.18	0.26	-1.3
Wee1 stabilizer	3	2	-3	-3	-1	-2	2	-2
Furin inhibitor	-12	15[20 µM]	-16	-11[20 µM]	-12[20 µM]	-11[20 µM]	-21	-10
PERK inhibitor	0.9	0.4	1.7	1.3	0.0	0.5	0.1	-1.1
FXIIa inh 1536	-6	11	12	18	11	7	10	19
p97 inhibitor	0	-6	9	6	6	-4	8	-5
hK5 inh	-1	-38	6	-18	-8	-8	-23	18
FXIa inh 1536	-10	1	6	1	1	0	8	5
Thrombin inh	0	1	-1	-11	5	-2	-4	18

Exported as labelled records: part of the list above.
21) CC1CC(C)CN(CCCNC(=O)c2ccc3c(c2)NC(=O)C(N2CCCCC2)S3)C1 (stereo not drawn)
  KCC2 mod: 0.75
  Wee1 stabilizer: -1
  Furin inhibitor: -12[20 µM]
  PERK inhibitor: 0.0
  FXIIa inh 1536: 11
  p97 inhibitor: 6
  hK5 inh: -8
  FXIa inh 1536: 1
  Thrombin inh: 5

17) N#CCc1nc(CSc2nc3ccccc3o2)cs1
  KCC2 mod: -0.16
  Wee1 stabilizer: 3
  Furin inhibitor: -12
  PERK inhibitor: 0.9
  FXIIa inh 1536: -6
  p97 inhibitor: 0
  hK5 inh: -1
  FXIa inh 1536: -10
  Thrombin inh: 0

24) CCOc1ccc(-n2nc3c(SCCN4CCCC4)nnc(C)c3c2C)cc1
  KCC2 mod: -1.3
  Wee1 stabilizer: -2
  Furin inhibitor: -10
  PERK inhibitor: -1.1
  FXIIa inh 1536: 19
  p97 inhibitor: -5
  hK5 inh: 18
  FXIa inh 1536: 5
  Thrombin inh: 18

22) COC(=O)CCC(NC(=O)c1cc(C)oc1C)C(=O)OC (stereo not drawn)
  KCC2 mod: 0.18
  Wee1 stabilizer: -2
  Furin inhibitor: -11[20 µM]
  PERK inhibitor: 0.5
  FXIIa inh 1536: 7
  p97 inhibitor: -4
  hK5 inh: -8
  FXIa inh 1536: 0
  Thrombin inh: -2

Going on with the list.
25. CCC(C)NC(=O)c1ccccc1NC(=O)CN1C(=O)c2ccccc2S1(=O)=O (stereo not drawn)
26. COc1ccc(OC)c(C(=O)c2ccc(C(=O)N3CCCCC3)cc2)c1
27. Cc1ccc(SCc2nc3ncccn3c2Br)cc1
28. Oc1ccc(-c2nc3ncccn3c2Nc2ccc3c(c2)OCO3)cc1
29. O=C(CSc1ccccc1)Nc1ccc(NC(=O)c2ccco2)cc1
30. O=C(CC1Nc2ccccc2NC1=O)Nc1ccccc1NC(=O)CC1Nc2ccccc2NC1=O (stereo not drawn)
31. O=C(CSc1nnc(-c2ccncc2)o1)N1CCCCCC1
32. O=C(NC1(C(=O)NC2CCCCC2)CCCCC1)c1ccccn1
compound no.	25	26	27	28	29	30	31	32
KCC2 mod	0.13	0.11	-1.1	-0.59	.	-0.31	-3.2	0.006
Wee1 stabilizer	1	2	0	-1	-3	2	13*	1
Furin inhibitor	-6	-4	-10	-10[20 µM]	-15[20 µM]	-21	-24	-23[20 µM]
PERK inhibitor	-0.9	-0.2	1.1	-0.6	1.3	1.0	0.6	-0.9
FXIIa inh 1536	-2	2	-2	1	10	5	10	2
p97 inhibitor	-4	-4	4	4	3	6	4	2
hK5 inh	-24	4	1	21	-27	0	2	-20
FXIa inh 1536	-6	-8	-1	-4	-5	-2	-1	6
Thrombin inh	-10	-4	-4	-4	-4	-1	-8	-6

33. CSc1nc(-c2ccco2)cc(-c2ccccc2)c1C#N
34. CCc1cc(-c2n[nH]c(=S)n2-c2cccc(C)c2)cs1
35. COc1cc(NC(=O)Cn2c(=O)n(CC3CCCO3)c(=O)c3ccccc32)cc(OC)c1 (stereo not drawn)
36. COc1ccc(Cn2c(N)c(C#N)c3nc4ccccc4nc32)cc1OC
37. O=C(CSc1nc2ccccc2[nH]1)N/N=C/C=C\c1ccccc1[N+](=O)[O-]
38. Cc1ccc(S(=O)(=O)N2CCCOC2CNC(=O)C(=O)NC2CCCCC2)cc1 (stereo not drawn)
39. CCC(C)(C#CCN1CCCCC1)OC(C)=O (stereo not drawn)
40. O=C(NN1C(=O)c2ccccc2NC1c1ccc([N+](=O)[O-])o1)c1ccccc1 (stereo not drawn)
compound no.	33	34	35	36	37	38	39	40
KCC2 mod	1.9	43*	-0.12	-0.0011	-0.71	-0.9	0.36	0.82
Wee1 stabilizer	-2	-2	1	1	-2	-3	1	-4
Furin inhibitor	-25	-1[20 µM]	-17	-19[20 µM]	-24	-10	-23	-27
PERK inhibitor	-0.8	-0.2	-0.4	-1.7	-0.1	0.1	1.3	-0.4
FXIIa inh 1536	12	7	-5	7	10	4	2	2
p97 inhibitor	0	-4	-3	-4	5	2	4	1
hK5 inh	-6	0	-6	-95	-5	-3	-3	-15
FXIa inh 1536	3	1	-4	0	0	-3	-5	3
Thrombin inh	2	-3	-22	-2	-6	8	2	3

41. CCOC(=O)Cc1csc(NS(=O)(=O)c2ccc(F)cc2)n1
42. CN(C)/C=C/C(=O)c1ccc(F)cc1
43. COc1ccc(C(=O)Nc2nc(N3C(=O)c4ccccc4C3=O)n(-c3ccccc3)n2)cc1
44. CC1(C)CC(=O)C2=C(C1)Nc1ncnn1C2c1ccccn1 (stereo not drawn)
45. CCC(=O)NC(Nc1sc2c(c1C(=O)OC)CCN(C)C2)(C(F)(F)F)C(F)(F)F
46. O=C(COc1ccc(Cl)cc1Cl)Nc1ccccc1NS(=O)(=O)c1cccs1
47. Cc1ccc(OC(=O)c2ccc(S(=O)(=O)N(C)C)cc2)c(-n2nc3ccccc3n2)c1
48. COC(=O)/C(C#N)=C/c1ccc(C)o1
compound no.	41	42	43	44	45	46	47	48
KCC2 mod	-0.33	-0.1	.	0.98	0.33	0.056	.	.
Wee1 stabilizer	4	1	0	-1	0	5	0	2
Furin inhibitor	-11[20 µM]	-21[20 µM]	-17[20 µM]	-15	-19[20 µM]	-11	-7[20 µM]	-6
PERK inhibitor	0.4	0.4	-1.0	0.5	-1.3	0.7	0.3	0.4
FXIIa inh 1536	16	-1	8	-3	16	-3	12	7
p97 inhibitor	4	-1	-1	1	-5	-2	-3	6
hK5 inh	2	1	-108	-6	-7	-11	5	22
FXIa inh 1536	-2	-7	2	0	7	-7	2	-1
Thrombin inh	1	-3	-5	-6	2	-7	-9	6

49. CSc1ccccc1NC(=S)Nc1cccc(C(F)(F)F)c1
50. CC(NC(=O)c1ccccc1F)c1nnc(SCC(=O)N2CCN(c3ccccc3)CC2)n1C (stereo not drawn)
51. Cc1ccnc(NC(=O)c2ccc(Cl)cc2Cl)n1
52. CCCN1CCC(=O)N([C@H](CSc2ccc(C)cc2)CC(C)C)CC1
53. O=S(=O)(c1ccc(C2=CSC3=NCCN23)cc1)N1CCOCC1
54. Cc1ccc(OC(=O)c2ccc(N3CCOCC3)c([N+](=O)[O-])c2)cc1
55. Cc1ccccc1S(=O)(=O)NCc1cccnc1
56. CCOC(=O)N1CCC(=NNc2nc(C)cc(=O)[nH]2)CC1
57. CC(=O)N1CCN(c2ccc(NC(=O)c3ccc4c(c3)OCCO4)cc2)CC1
58. COc1cccc2c(O)cc(=O)n(C)c12
59. O=C(COC(=O)c1ccccc1OCc1ccc(Cl)cc1)NC1CC1
compound no.	49	50	51	52	53	54	55	56	57	58	59
KCC2 mod	0.28	-0.15	.	-0.011	0.54	-0.35	1.6	0.18	-0.38	-1.5	-1.2
Wee1 stabilizer	4	-4	1	.	0	-1	4	2	0	-2	3
Furin inhibitor	-16[20 µM]	-9	-24	-19	-16	-14	-26	-20	-19	2	2[20 µM]
PERK inhibitor	1.0	-0.3	0.9	.	-0.1	-0.1	1.7	1.3	0.1	0.5	0.1
FXIIa inh 1536	-7	4	12	7	9	1	9	4	17	1	-3
p97 inhibitor	7	2	7	.	-7	2	5	4	7	3	1
hK5 inh	-26	-5	4	6	-24	-30	-13	-1	-5	-14	10
FXIa inh 1536	-5	-4	0	5	-4	-5	5	-2	3	-19	-7
Thrombin inh	-12	-4	0	4	-2	-4	-4	-10	2	-2	-2
